# SKKanGAS inh – inhibitors of SKKanGAS S. pyogenes growth in kanamycin (SK-promoter or general growth effect) | AID 1662 | BacTiter-Glo, 6 h | 300,000 compounds, 1.3% hits | inhibition, % at 7.5 µM;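 active = mean replicate score, as percent of positive control median, at least 50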;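 also: strain carries kanamycin resistance gene driven by streptokinase promoter and grows in 40 µg/ml kanamycin; loss of luminescence reflects streptokinase promoter inhibition or plain growth inhibition; 0% = median of DMSO wells and 100% = positive control at its reference dose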
# TMEM16A act – mouse TMEM16A channel activation, primary screen; AID 623877; B-score at 10 µM; 340,000 compounds, 0.3% hits; HEK293 TMEM16A/YFP-H148Q/I152L, iodide quench fluorescence; hits give low values; Q8BHY3;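 active = fluorescence-ratio B-score plate-corrected deviation score at least 3 library SD below zero, with starting fluorescence score within 5 deviations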;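 also: channel opened by trigger with iodide after compound preincubation; score built on the fluorescence ratio of max minus min over baseline; more negative score means more quench and so TMEM16A activation or potentiation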
# ANO1 block – blocks the mouse calcium-activated chloride channel TMEM16A; normalized B-score (activity score, 25-100; higher = stronger inhibition) at 10 µM; AID 588511; Q8BHY3; 310,000 compounds, 1.2% hits; HEK293 TMEM16A/YFP iodide influx fluorescence, ionomycin;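 active = ratio plate-corrected score three or more library SD toward inhibition, starting fluorescence score within five deviations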;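 also: score derived from kinetic fluorescence span divided by baseline fluorescence per well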
# MrgX1 antagonist – antagonists of human MrgX1 receptor; Q96LB2; MRGX1-HEK293 calcium flux, Fluo-4, BAM8-22 antagonism; hits give low values; B-score at 10 µM; 310,000 compounds, 1.3% hits; AID 588676;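 active = calcium-response B-score plate-corrected more than 3 library SD below zero, starting fluorescence within 5 deviations, no agonist response on first addition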;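 also: peak minus trough fluorescence over baseline after final BAM8-22 challenge near maximal dose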
# TRPC4 block – TRPC4 (mouse) channel inhibition. Q9QUQ5. 300,000 compounds, 0.39% hits. HEK293 TRPC4beta/mu-opioid, DAMGO-evoked Fluo4 calcium flux; hits give low values. B-score at 10 µM;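 active = B-score over 3 SD under the library average, no early fluorescence shift, positive overall ratio signal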
#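 Assay system – HEK293 line stably carrying TRPC4beta and mu-opioid receptor · Doses – single dose · Detection – Fluo4 calcium-dye fluorescence, kinetic read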
# MrgX1 PAM – human MrgX1 positive allosteric modulation, primary screen; Q96LB2; B-score at 10 µM; MrgX1-HEK293, Fluo-4 calcium flux, FDSS; hits give high values; AID 588675; 310,000 compounds, 0.63% hits;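 active = plate-corrected calcium response at least 3 library SD above typical, normal starting fluorescence, not activating the receptor alone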;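 also: compound read alongside a low EC10 to EC30 dose of BAM8-22 agonist; peak minus trough fluorescence over baseline measured at the second addition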
# TRPC4 potent – TRPC4 (mouse) allosteric potentiation; HEK293 TRPC4beta/mu-opioid, DAMGO EC20, Fluo-4 Ca2+ flux; hits give high values; B-score at 10 µM; 310,000 compounds, 0.42% hits; AID 2227;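 active = B-score of calcium response area above 5 SD of library B-scores, with initial fluorescence ratio within 5 SD of library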;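 also: B-score of integrated fluorescence ratio over time as area under calcium response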
# TRPC4 act – TRPC4 (mouse) channel activation; Q9QUQ5; HEK293 TRPC4beta/mu-opioid, Fluo4 calcium fluorescence; hits give high values; B-score at 10 µM; 310,000 compounds, 0.49% hits; AID 2237;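 active = B-score above 5 SD of library B-scores, and initial fluorescence ratio not above library mean plus 5 SD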;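 also: positive B-score marks a calcium rise read as TRPC4 activation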
#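 Assay system: HEK293 stable line with TRPC4beta plus mu-opioid receptor. Times: dye 45 min RT, read 110 s. Measured by: kinetic Fluo4 calcium fluorescence. Measure: B score of integrated ratio. Controls: assay buffer as low control, maximal DAMGO as high control.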
# MrgX1 ag – activates human MrgX1 receptor signaling | Q96LB2 | MrgX1-HEK293 cells, Fluo-4 calcium fluorescence, agonist mode; hits give high values | B-score at 10 µM | 310,000 compounds, 0.44% hits;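 active = calcium response B-score plate-corrected fluorescence ratio at least 3 library SD, with starting fluorescence B-score inside 5 SD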
#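 System: HEK293 cells stably expressing human MrgX1 receptor; Dosing: test compound in the initial addition of three; Schedule: overnight plating, then 30 min 37 °C plus 30 min room-temperature dye loading; Detection: kinetic calcium dye fluorescence, Fluo-4 NW; Controls: per-plate positive and negative controls for Z′ factor.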
# TRPC6 inhibitor – inhibitors of mouse TRPC6 channel | Q61143 | HEK293-TRPC6, membrane potential dye, ACh-evoked depolarization; hits give low values | B-score at 10 µM | 310,000 compounds, 1.1% hits;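 active = B-score under library mean minus 3 SD, initial fluorescence not abnormally high, positive integrated signal ratio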;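 also: B-score derived from integrated fluorescence ratio over the kinetic read; more negative B-score means stronger inhibition of depolarization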
# Target sequence (Q61143 whole entry, looked up): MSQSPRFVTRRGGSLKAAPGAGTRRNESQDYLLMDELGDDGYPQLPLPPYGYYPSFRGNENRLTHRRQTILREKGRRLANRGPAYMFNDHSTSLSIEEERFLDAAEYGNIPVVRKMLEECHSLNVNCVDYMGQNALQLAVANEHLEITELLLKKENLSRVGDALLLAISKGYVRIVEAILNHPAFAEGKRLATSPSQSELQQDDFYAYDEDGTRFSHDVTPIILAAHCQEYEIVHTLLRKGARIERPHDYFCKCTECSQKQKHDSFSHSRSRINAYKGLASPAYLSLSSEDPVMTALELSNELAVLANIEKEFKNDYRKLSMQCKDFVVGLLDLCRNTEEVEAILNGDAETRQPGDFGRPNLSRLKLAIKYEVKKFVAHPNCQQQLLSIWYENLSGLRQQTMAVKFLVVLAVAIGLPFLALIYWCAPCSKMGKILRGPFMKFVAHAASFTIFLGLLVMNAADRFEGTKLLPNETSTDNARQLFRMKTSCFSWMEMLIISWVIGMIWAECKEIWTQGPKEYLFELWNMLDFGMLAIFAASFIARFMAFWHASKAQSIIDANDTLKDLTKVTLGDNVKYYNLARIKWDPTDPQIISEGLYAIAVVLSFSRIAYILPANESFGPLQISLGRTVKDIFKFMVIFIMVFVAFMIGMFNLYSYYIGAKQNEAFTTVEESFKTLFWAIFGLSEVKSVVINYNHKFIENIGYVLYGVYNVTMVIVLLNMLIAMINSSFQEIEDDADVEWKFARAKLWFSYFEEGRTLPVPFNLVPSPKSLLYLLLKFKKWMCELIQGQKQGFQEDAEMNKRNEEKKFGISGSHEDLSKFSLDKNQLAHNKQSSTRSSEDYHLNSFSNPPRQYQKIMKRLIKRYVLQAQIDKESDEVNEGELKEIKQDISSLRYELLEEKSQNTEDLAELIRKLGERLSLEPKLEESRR
# TRPC6 act – activates the mouse TRPC6 cation channel; Q61143; 310,000 compounds, 0.13% hits; B-score at 10 µM; HEK293-TRPC6 membrane potential dye fluorescence; hits give high values;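 active = B-score of the integrated fluorescence ratio above library mean plus 3 SD, and starting fluorescence ratio within library mean plus 5 SD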;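 also: higher score means more depolarization so channel activation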
# The depositor's hits bear a star; i = inactive; / = not tested or not shown.
SMILES | ANO1 block | MrgX1 PAM | TRPC4 potent | TRPC6 act | SKKanGAS inh | TRPC4 block | TMEM16A act | MrgX1 antagonist | TRPC4 act | MrgX1 ag | TRPC6 inhibitor
O=C(Nc1ccn(Cc2cccc3ccccc23)n1)c1cccnc1 | i | i | i | i | -7 | i | i | i | i | i | i
CCc1cc(=O)[nH]c(SCc2cccnc2)n1 | i | i | i | i | -2 | i | i | i | i | i | i
Nc1nnc(SCc2nnc(-c3ccccc3)o2)s1 | i | i | i | i | 5 | i | i | i | i | i | i
COc1cc2[nH]c(=O)n3nc(-c4ccccc4)nc3c2cc1OC | i | i | i | i | 11 | i | i | i | i | i | i
C1CCN(C2CCN(c3nc4nonc4nc3N3CCSCC3)CC2)C1 | i | i | i | i | -1 | i | i | i | i | i | i
Cc1ccc2c(c1)[nH]c1c(=O)n(CCN3CCCCC3)cnc12 | i | i | i | i | 2 | i | i | i | i | i | i
O=C(N/N=C/c1ccncc1)c1cc2ccccc2cc1O | i | i | i | i | 11 | i | i | i | i | i | i
CC(=O)N1CCCc2ccc(NS(=O)(=O)c3ccc(C)c(C)c3)cc21 | i | i | i | i | -3 | i | i | i | i | i | i
CC(=O)Nc1ccc(NC(=O)C(C)Sc2nnc(-c3cccs3)o2)cc1 (centres undefined) | i | i | i | i | -8 | i | i | i | i | i | i
COC(=O)c1ccc(NC(=O)CN(c2ccc(C)cc2)S(=O)(=O)c2c(C)nn(C)c2C)cc1 | i | i | i | i | 1 | i | i | i | i | i | i
CCOC(=O)Cc1csc(SCC(=O)Nc2cc(Cl)ccc2Oc2ccccc2)n1 | i | i | i | i | 7 | i | i | i | i | i | i
Cc1noc(C)c1C(=O)N1CCC(CO)(Cc2ccccc2)CC1 | i | i | i | i | 4 | i | i | i | i | i | i
O=C(Cc1ccc(Br)cc1)NC1CCSC1=O (centres undefined) | i | i | i | i | 1 | i | i | i | i | i | i
O=C(CC12CC3CC(CC(C3)C1)C2)NC(Cc1ccccc1)C(=O)O (centres undefined) | i | i | i | i | 5 | i | i | i | i | i | i
Cc1c(NC(=O)c2n[nH]c(=O)c3ccccc23)c(=O)n(-c2ccccc2)n1C | i | i | i | i | 24 | i | i | i | i | i | i
Fc1cccc(Cl)c1Cn1nnc(-c2ccc(N3CCOCC3)cc2)n1 | i | i | i | i | -11 | i | i | i | i | i | i
O=C(NC1CCSC1=O)c1cccc(C(=O)NC2CCSC2=O)c1 (centres undefined) | i | i | i | i | -2 | i | i | i | i | i | i
COc1ccc(NS(=O)(=O)c2ccc(Cl)c(C(=O)O)c2)cc1S(=O)(=O)N1CCCCC1 | i | i | i | i | -1 | i | i | i | i | i | i
Cc1ccc2c(c1)N(C(C)C(=O)NCCc1ccccc1)C(=O)CO2 (centres undefined) | i | i | i | i | 5 | i | i | i | i | i | i
CC(=O)N/C(=C/c1ccc2c(c1)OCO2)C(=O)Nc1ccccc1 | i | i | i | i | 2 | i | i | i | i | i | i
CCN1C(=O)[C@H]2[C@@H](c3ccc(-c4ccc(F)cc4)cc3)N[C@@](Cc3ccccc3)(C(=O)OC)[C@H]2C1=O | i | i | i | i | 9 | i | i | i | i | i | i
CN(CCNC(=O)CCCOc1cc(=O)n(C)c2ccccc12)Cc1ccccc1 | i | i | i | i | 0 | i | i | i | 99* | i | i
COc1cc(/C=C/C(=O)OCC(=O)Nc2ccc([N+](=O)[O-])cc2)ccc1O | i | i | i | i | 5 | i | i | i | i | i | i
CC(NC(=O)CN(C)Cc1cccc(Cl)c1)c1ccccc1 (centres undefined) | i | i | i | i | 3 | i | i | i | i | i | i
CCn1ccnc1CN(C)C(=O)CC1C(=O)NCCN1Cc1c(F)cccc1Cl (centres undefined) | i | i | i | i | 13 | i | i | i | i | i | i
O=C(NCCCCl)C1CC(=O)N(CCc2ccc(F)cc2)C1 (centres undefined) | i | i | i | i | 14 | i | i | i | i | i | i
CCOc1cc(-c2nc(-c3ccc(OC)cc3)no2)cc(OCC)c1OCC | i | i | i | i | -6 | i | i | i | i | i | i
O=C(COC(=O)Cc1ccccc1F)Nc1cc(S(=O)(=O)N2CCOCC2)ccc1N1CCCC1 | i | i | i | i | -3 | i | i | i | i | i | i
Cc1cccc(N2CC(=O)N(c3cccc(C)c3)CC2=O)c1 | i | i | i | i | 3 | i | i | i | i | i | i
O=C(COC(=O)CCCc1nc2ccccc2s1)NC(=O)NCc1ccco1 | i | i | i | i | -4 | i | i | i | i | i | i
O=C(c1ccccc1)c1cccc(NC(=O)c2ccc(Br)o2)c1 | i | i | i | i | -5 | i | i | i | i | i | i
Cc1ccc(NC(=O)/C(C#N)=C/c2ccc(Sc3nc(C)cc(C)n3)o2)cc1 | i | i | i | i | 5 | i | i | i | i | i | i
NC(=O)CN1CCOCCOCCN(CC(N)=O)CCOCC1 | i | i | i | i | -3 | i | i | i | i | i | i
CCC1CCCCN1Cc1nc2c(c(=O)n(C)c(=O)n2C)n1Cc1ccccc1 (centres undefined) | i | i | i | i | -5 | -6* | i | i | i | i | i
Cc1n[nH]c(=O)c2c(NC(=O)CSc3nc4ccccc4c(=O)n3CCCO)oc(C)c12 | i | i | i | i | 3 | i | i | i | i | i | i
CCC(CC)C1C(C#N)=C(N)Oc2cc(C)oc(=O)c21 (centres undefined) | i | i | i | i | -6 | i | i | i | i | i | i
c1ccc(-c2cc(N3CCCCC3)c3ccccc3n2)cc1 | i | i | i | i | 14 | i | i | i | i | i | i
COc1cc2c(c(OC)c1CC=C(C)C)C[C@H](c1ccc(O)cc1O)CO2 | i | i | i | i | 15 | i | i | i | i | i | i
COc1ccc(CNc2cccc(C)n2)c(O)c1 | i | i | i | i | -1 | i | i | i | i | i | i
Cc1ccc(Oc2cc(N3CCOCC3)nc(-c3ccccc3)n2)cc1 | i | i | / | / | / | / | i | i | / | i | /
CN(C)CCNC(=S)Nc1ccc(F)c(F)c1F | i | i | i | i | 16 | i | i | i | i | i | i
C#Cc1ccc([C@@H]2C=C(C(=O)NCc3ccccc3)O[C@H](OCCCCO)C2)cc1 | i | i | i | i | 12 | i | i | i | i | i | i
N#CC1=C(N)C(C#N)(C#N)C(c2cccnc2)C2CC(c3ccccc3)CC=C12 (centres undefined) | i | i | 36* | i | -3 | i | i | i | i | i | i
Cc1cc2ccccn2c1C(=O)c1nc(NCc2ccccc2)ncc1Cl | i | i | i | i | 30 | i | i | i | i | i | i
O=C(Nc1cccc(-n2cccn2)c1)C1CCCN(Cc2cc3ccccc3[nH]2)C1 (centres undefined) | / | / | i | i | 5 | i | i | / | i | / | i
CCc1nn(CC(=O)NCCCN2CCN(C)CC2)c(=O)c2cc3sc(C)cc3n12 | i | i | i | i | -5 | i | i | i | i | i | i
COc1ccc(S(=O)(=O)Oc2ccc3c(c2)O/C(=C\c2cccnc2)C3=O)cc1 | i | i | i | i | -4 | i | i | i | i | i | i
O=C(CSc1nnc(-c2cccnc2)o1)OC1CCCCC1 | i | i | i | i | -2 | i | i | i | i | i | i
CC1CCCCC1NC(=O)c1cn(C)c2ccc(S(=O)(=O)N3CCOCC3)cc2c1=O (centres undefined) | i | i | i | i | -1 | i | i | i | i | i | i
NCCS | i | i | i | i | -4 | i | i | i | i | i | i
Cc1coc2c1c(C)cc1oc(=O)c(CC(=O)NCCCN3CCCC3=O)c(C)c12 | i | i | i | i | -2 | i | i | i | i | i | i
COCCn1c(SCc2ccc(C(=O)OC)o2)nnc1-c1c[nH]c2ccccc12 | i | i | i | i | -2 | i | i | i | i | i | i
Cc1ccc(N2C(=O)c3sc4nnc(C)c(=O)n4c3C2=O)cc1 | i | i | i | i | 10 | i | i | i | i | i | i
COc1ccc(Cc2nc3ccc(C(=O)N4CCN(C)C(C)C4)cc3o2)cc1OC (centres undefined) | i | i | i | i | -9 | i | i | i | i | i | i
CCCCNC(=O)CN1C(=O)NC(Cc2ccccc2)(Cc2ccccc2)C1=O | i | i | i | i | -2 | i | i | i | i | i | i
CC1(C)CC2CC(C)(CN2C(=S)Nc2ccccc2F)C1 (centres undefined) | i | i | i | i | -1 | i | i | i | i | i | i
S=C(NCCCN1CCOCC1)Nc1ccc(-c2nc3ccccc3[nH]2)cc1 | i | i | i | i | -2 | i | i | i | i | i | i
CC(=O)c1ccc(S(=O)(=O)N(C)CCCC(=O)N(C)Cc2c(F)cccc2Cl)cc1 | i | i | i | i | 1 | i | i | i | i | i | i
O=C(NCCCn1ccnc1)c1cc(-c2ccncc2)nc2ccccc12 | i | i | i | i | -5 | i | i | i | i | i | i
COC(=O)c1c(NC(=O)C2COc3ccccc3O2)sc2c1CCN(Cc1ccccc1)C2 (centres undefined) | i | i | i | i | 12 | i | i | i | i | i | i

# (continued)
SMILES | ANO1 block | MrgX1 PAM | TRPC4 potent | TRPC6 act | SKKanGAS inh | TRPC4 block | TMEM16A act | MrgX1 antagonist | TRPC4 act | MrgX1 ag | TRPC6 inhibitor
COC(=O)C1=C(C)Nc2[nH]c(=S)[nH]c(=O)c2C1c1ccc(O)cc1 (centres undefined) | i | i | i | i | -14 | i | i | i | i | i | i
Cc1nc(NC(=O)c2csc3ccccc23)sc1C | i | i | i | i | 7 | i | i | i | i | i | i
COc1ccccc1N(C(=O)c1ccncc1)c1nc(-c2ccc([N+](=O)[O-])cc2)cs1 | i | i | i | i | 1 | i | i | i | i | i | i
O=C(NCCOc1nc(N2CCOCC2)nc(N2CCOCC2)n1)Nc1ccccc1 | i | i | i | i | -3 | i | i | i | i | i | i
C=CCn1c(C)cc(C(=O)COC(=O)/C=C/c2c(C)nn(C3CCS(=O)(=O)C3)c2Cl)c1C (centres undefined) | i | i | i | i | 6 | i | i | i | i | i | i
Cc1cccc(OP(=O)(Nc2c(C)n(C)n(-c3ccccc3)c2=O)Oc2cccc(C)c2)c1 | i | i | i | i | -10 | i | i | i | i | i | i
O=C(O)CS(=O)(=O)CC(=O)O | i | i | i | i | -3 | i | i | i | i | i | i

# Compounds were not picked by outcome; overall some 6.7% were active at least once.
